RECQ1 inh = blocks DNA unwinding by human RECQ1; P46063; RECQ1 DNA unwinding, red fluorescence kinetic read; Potency, µM (series often up to 57.3 µM), for the others: top-dose activity, negative = inhibition, usual class: inhibitors; 0.54% of 240,000 active; AID 2549;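 further: plate controls were vehicle for no effect and no enzyme for full effect; nearly all actives have a fitted effect of over 30% in size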
Target sequence (P46063 whole entry, looked up): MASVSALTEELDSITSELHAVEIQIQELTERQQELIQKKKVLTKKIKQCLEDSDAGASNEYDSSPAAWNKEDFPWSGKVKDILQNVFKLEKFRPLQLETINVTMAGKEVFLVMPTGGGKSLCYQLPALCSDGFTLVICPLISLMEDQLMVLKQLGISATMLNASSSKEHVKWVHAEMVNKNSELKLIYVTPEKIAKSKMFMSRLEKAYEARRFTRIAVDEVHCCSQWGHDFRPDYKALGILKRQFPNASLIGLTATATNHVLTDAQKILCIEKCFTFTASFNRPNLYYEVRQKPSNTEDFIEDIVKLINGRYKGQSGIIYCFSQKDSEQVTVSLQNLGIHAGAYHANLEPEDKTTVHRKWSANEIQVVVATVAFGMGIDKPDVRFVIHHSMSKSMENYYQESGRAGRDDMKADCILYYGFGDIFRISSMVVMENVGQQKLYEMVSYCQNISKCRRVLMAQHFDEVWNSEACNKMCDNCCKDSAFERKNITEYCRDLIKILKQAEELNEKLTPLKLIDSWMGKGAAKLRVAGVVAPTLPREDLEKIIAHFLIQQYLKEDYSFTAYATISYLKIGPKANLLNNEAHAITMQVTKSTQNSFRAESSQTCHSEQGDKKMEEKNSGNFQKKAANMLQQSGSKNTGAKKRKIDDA
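RECQ1T1 50 nM; forked duplex (20 bp + 30-nt ss tails) 200 nM, ATP 2 mM final; pH 8.0, 2 mM MgCl2, 2.5 ug/ml poly(dI-dC); 15 min compound preincubation; discontinuous kinetic read over 2 h at RT.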
TRb SRC2 PPI = disrupts binding of human TR beta to SRC2 | TRbeta-SRC2 peptide binding, fluorescence polarization; receptor liganded with 1 µM T3 | P10828 | AID 1469 | Potency, µM (titrated, usually from 106 µM), inactives show at the highest dose activity change, negative = inhibition, most hits filed as inhibitors | 0.065% of 280,000 active;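 further: plate controls were bound peptide for no effect and peptide without receptor for full effect; nearly all actives have a fitted effect of over 50% in size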
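A fluorescence polarization screen tested compounds at multiple concentrations against complex formation between 0.6 uM TRb ligand-binding domain and 20 nM Texas Red SRC2 peptide, with 1 uM T3 present; readout after 5 hr.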
LMNA splice mod = changes lamin A minigene splicing in HeLa cells. HeLa LMNA splicing GFP/RFP minigene ratio, 48 h. Potency, µM (doses to about 46.1 µM), without a hit: at the highest dose ratio change, negative = inhibition, most hits filed as inhibitors. 0.01% of 200,000 active. AID 1487; active means well fitted inhibition curve with a large enough effect in the signal ratio, with a control signal flat, not every such curve was filed as active; inconclusive means small, poorly fitted or top-dose-only effect, or effect the other way, or a change in a side signal; the % refers to the signal ratio; further: on the % scale 0 is the no-effect control and ±100 the full control effect
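S3 HeLa cells stably expressing lamin A-EGFP splicing minigene plus DsRed2, 600 cells/well, 48 h compound exposure at 37C. Laser-scanning cytometry; analysed as GFP (500-530 nm)/RFP (575-640 nm) total intensity ratio; 0.5% DMSO vehicle.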
TR SRC2 fluor cs = counter-screen for TRb-SRC2 inhibitors: fluorescence interference. TRb/SRC2 Texas Red total fluorescence interference. Potency, µM (top dose mostly 106 µM), inactives show at the top dose fluorescence change, negative = quenching. 0.29% of 280,000 active. AID 1479; active means well fitted curve in either direction with a large enough effect; inconclusive means small, poorly fitted or top-dose-only effect; further: on the % scale 0 is the no-effect control and ±100 the full control effect
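Human TRβ ligand-binding domain (0.6 uM) and Texas Red SRC2 peptide (20 nM) in Tris buffer with 1 uM T3 and 5% DMSO were incubated with pinned compound for 5 hr at ambient temperature. Total fluorescence was computed as S + 2P (555/632 nm).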
ALDH1A1 inh = ALDH1A1 (human) enzyme inhibition | P00352 | Purified ALDH1A1, NADH fluorescence, propionaldehyde substrate | Potency, µM (highest dose often 75.3 µM), for the others: top-dose activity, negative = inhibition, hits mostly inhibitors | 7.3% of 220,000 active | AID 1030; active means well fitted inhibition curve with a large enough effect, not every such curve was filed as active; inconclusive means small, poorly fitted or top-dose-only effect, or another doubt; inactive means no such curve, though single readings can be large or run the other way;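 further: plate controls were no enzyme wells and a reference inhibitor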
SMN2 splice enh = enhancers of SMN2 splice variant expression | HEK293 SMN2-luciferase splicing reporter, luminescence, 30-36 h | Potency, µM (highest dose often 46.1 µM), without a hit: at the top dose activity change, positive = activation, actives largely listed as activators | 2.8% of 210,000 active | AID 1458; further: % of control where 0% means no effect; nearly all actives have a fitted effect of over 55% in size
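qHTS luciferase splicing reporter: luminescence rises when SMN2 exon 7 is included in transfected HEK293 cells. Compound exposure lasted 30-36 h at 37C, with 4.5 mM final sodium butyrate as control, followed by a ONE-Glo read.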
RGS12 GoLoco inh = inhibitors of human Gai1-RGS12 GoLoco interaction (red fluorophore); AID 880; Gai1:RGS12 GoLoco peptide FP, rhodamine, 10 min; P63096; 0.44% of 230,000 active; Potency, µM (doses to about 61.6 µM), inactives show at the top dose activity, negative = inhibition, most hits filed as inhibitors; active means well fitted inhibition curve with a large enough effect, not every such curve was filed as active; inactive means no such curve, though single readings can be large or run the other way; further: on the % scale 0 is the no-effect control and ±100 the full control effect; nearly all actives have a fitted effect of over 30% in size; many of its hits are not listed in these tables
JMJD2E inh = JMJD2E (human) inhibition | B2RXH2 | 1.6% of 230,000 active | AID 2147 | JMJD2E catalytic domain, FDH-coupled NADH fluorescence (FDH is formaldehyde dehydrogenase) | Potency, µM (doses to about 57.1 µM), for inactives: top-dose activity change, negative = inhibition, actives largely listed as inhibitors; active means well fitted inhibition curve with a large enough effect, not every such curve was filed as active; inconclusive means small, poorly fitted or top-dose-only effect, or another doubt; inactive means no such curve, though single readings can be large or run the other way;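 further: 0% = wells with enzyme and -100% = buffer wells without enzyme; nearly all actives have a fitted effect of over 50% in size; many of its hits are not listed in these tables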
Target sequence (B2RXH2 1-337 limits assumed): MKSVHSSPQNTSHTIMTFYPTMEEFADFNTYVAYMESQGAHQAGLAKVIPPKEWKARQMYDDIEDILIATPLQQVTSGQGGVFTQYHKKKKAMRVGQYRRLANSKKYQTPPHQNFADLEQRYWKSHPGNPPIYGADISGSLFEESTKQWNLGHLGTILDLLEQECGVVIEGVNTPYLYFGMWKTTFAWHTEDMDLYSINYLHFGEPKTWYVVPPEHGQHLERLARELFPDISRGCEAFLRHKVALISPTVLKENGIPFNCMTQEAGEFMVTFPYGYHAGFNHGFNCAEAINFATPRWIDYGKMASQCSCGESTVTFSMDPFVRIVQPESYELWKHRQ
* hit, by the source's call; i = inactive; ? = inconclusive; / = not tested or not shown; & = joins results of further samples; [ ] = remark or other dose. Unless noted, the call rests on the fitted dose curve; in most records, active means well fitted curve in the direction sought with a large enough effect; inconclusive means small, poorly fitted or top-dose-only effect, or another doubt; inactive means no such curve, though single readings can be large; an effect the other way counts as inactive or inconclusive. Potency means the concentration at half of the fitted maximal effect. These rows are one share of the data; rates above refer to the full screens.

Second line of a record – RECQ1 inh, TRb SRC2 PPI, LMNA splice mod, TR SRC2 fluor cs, ALDH1A1 inh, SMN2 splice enh, RGS12 GoLoco inh, JMJD2E inh
> Cc1ccc(C(=O)C2=C(O)C(=O)N(c3ncccn3)C2c2ccc(Br)cc2)o1 (stereo not given)
→ -2%, 11%, /, -1%, /, /, -3%, -3%
> Cc1ccc(-n2c(Cc3cccn3C)nnc2SCC(=O)NCc2ccc3c(c2)OCO3)cc1
→ ?, -6%, -4%, 2%, ?, -2%, 8%, -3%
> COc1ccc(NS(=O)(=O)c2ccc(Oc3cccc(C(=O)O)c3)cc2)cc1
→ 4%, -7%, 10%[46 µM], -2%, 0.71µM*, -1%, 1%, -1%
> CN(C)Cc1ccccc1-c1cncnc1NC1CC1
→ -6%, 3%, -5%, -4%, -3%, 14%, -8%, -10%
> C/C(N)=C(/C#N)C(=O)CSc1nnc(SCc2ccc(Cl)cc2)s1
→ i, -10%, ?, -2%, -11%, -50%[inhibitor], 15%, 5%
> COC(=O)C(CCSC)NC(=O)CNC(=O)C1CCCCC1 (stereo not given)
→ i, -5%, 5%, -1%, 1%, -1%, 6%, -2%
> CN(C)S(=O)(=O)c1cccc(NC(=S)NCc2ccc3c(c2)OCO3)c1
→ -5%, -2%, /, -3%, ?, -28%, 3%, 0%
> COCCCN1C(=O)c2ccc(C(=O)OCC(=O)NCCc3ccccc3)cc2C1=O
→ -2%, -2%, 4%[46 µM], -3%, ?, 20%, -7%, 0%
> Cc1cccc(NC(=O)c2ccc([N+](=O)[O-])cc2Cl)n1
→ -4%, 4%, -3%, -1%, -4%, -6%, -4%, -6%
> COc1ccc(-c2csc(Nc3ccc(C)cn3)n2)cc1OC
→ i, 3%, ?, -3%, 5%, -19%, -1%, -28%
> CCOc1ccc2oc(C(=O)O)c(C)c2c1
→ 0%, -8%, /, 0%, -18%, /, -1%, ?
> Cc1c(Cl)cnc(NC(=O)COC(=O)c2ccc3c(c2)OCO3)c1Cl
→ 12%, 0%, 16%, -3%, ?, -14%, 38%[activator], 1%
> COc1cc(/C=C/C(=O)N2C(=O)c3cccc(N)c3C2=O)cc(OC)c1OC
→ -17%, -6%, ?, 1%, -12%, 15%, 10%, ?
> COCCNCCOCCOc1ccc(Cl)c(C)c1
→ -6%, 11%, -8%, 1%, -2%, -12%, 3%, ?
> O=C(NCc1ccccn1)[C@H]1C[C@@H]1[C@H](NP(=O)(c1ccccc1)c1ccccc1)c1ccccc1
→ -4%&-9%, 0%&-3%, ?, -2%&0%, -6%&7%, -8%&-7%, -3%&1%, -3%&-9%
> Cc1[nH]nc2c1C1(C(=O)N(Cc3ccc(Cl)cc3)c3ccccc31)C(C#N)=C(N)O2 (stereo not given)
→ -22%, -12%, -2%, 0%, ?, -3%, 3%, 4%
> COC(=O)c1ccccc1NC(=S)N(C)C
→ i, 3%, /, 0%, /, /, 9%, -7%
> O=C(NC1CCCCC1)N1CCCC(c2nc(-c3cccs3)no2)C1 (stereo not given)
→ i, 1%, -9%, 3%, 10%, -41%[inhibitor], 27%, -11%
> C/C(CC(=O)Nc1cc(Cl)ccc1Cl)=N\NC(=O)c1ccco1
→ i, 3%, -6%, 0%, 9%, -5%, 4%, -2%
> CCn1nc(C)c(/C=N/NC(=O)Cn2nc(C)cc2C)c1C
→ i, 5%, 0%, -2%, 7%, 14%, 1%, 1%

Two entries picked at random from the list so far:
Second line of a record – RECQ1 inh, TRb SRC2 PPI, LMNA splice mod, TR SRC2 fluor cs, ALDH1A1 inh, SMN2 splice enh, RGS12 GoLoco inh, JMJD2E inh
> CN(C)S(=O)(=O)c1cccc(NC(=S)NCc2ccc3c(c2)OCO3)c1
→ -5%, -2%, /, -3%, ?, -28%, 3%, 0%
> CCOc1ccc2oc(C(=O)O)c(C)c2c1
→ 0%, -8%, /, 0%, -18%, /, -1%, ?

Later entries:
Second line of a record – RECQ1 inh, TRb SRC2 PPI, LMNA splice mod, TR SRC2 fluor cs, ALDH1A1 inh, SMN2 splice enh, RGS12 GoLoco inh, JMJD2E inh
> CCN(CC)S(=O)(=O)c1ccc(N2CCOCC2)c(NC(=O)C2CCCO2)c1 (stereo not given)
→ 10%, 3%, /, -2%, /, /, 6%, -29%
> S=c1[nH]ncn1NCc1ccc(Cl)cc1Cl
→ -1%, -2%, /, -4%, 1.4µM*, /, 5%, -2%
> COC(=O)c1cc([N+](=O)[O-])c(-n2cncn2)c([N+](=O)[O-])c1
→ i, -4%, /, -5%, 1%, /, 12%, ?
> O=C(CNc1cccc2ccccc12)N/N=C/C=C/c1ccco1
→ -6%, 4%, /, -1%, ?, -10%, -2%, -9%
> O=C(Nc1ccc(Br)cn1)c1ccc([N+](=O)[O-])cc1Cl
→ -10%, -5%, 8%[46 µM], -4%, -7%, 7.1µM*, 0%, -8%
> Cc1cccc(C)c1NC(=O)COC(=O)CCc1ccc(S(=O)(=O)N2CCCCC2)cc1
→ -9%, 2%, -5%, 3%, 1%, 13%, -4%, -4%
> COc1cccc(-n2nc3c(-n4ncc(C#N)c4N)nnc(C)c3c2C)c1
→ 1%, -10%, 0%, -1%, 11%, 1%, 16%, -1%
> COC(=O)COc1ccc(S(=O)(=O)NCc2cccnc2)cc1C
→ -6%, -4%, 8%, 0%, -7%, 10%, 1%, 8%
> Fc1cccc(/C=N/Nc2ncnc3nc[nH]c23)c1
→ -12%, 5%, ?, -1%, -4%, 10µM*, 18%, -3%
> Cc1cc(C)n(-c2nc3ccccc3nc2N2CCN(C(=O)c3ccc(Cl)cc3)CC2)n1
→ 0%, -9%, 0%, -2%, -13%, ?, 2%, -29%
> Cc1ccc(S(=O)(=O)Nc2ccc3c(c2)CCC3)cc1
→ -12%, -5%[53 µM], ?, ?, 11µM*, -39%[inhibitor], -14%, -6%
> C#CCOC(=O)C(NC(=O)c1ccccc1)=C(C)C
→ -10%, 8%, 8%, -2%, 11%, 14%, 10%, 4%
> COc1ccc(-n2sc3c(c2=S)-c2cc(OC)ccc2NC3(C)C)cc1
→ -11%, -5%, ?, -6%, 32µM*, -37%[inhibitor], 5%, -9%
> COCC(=O)N/N=C/c1c(C)[nH]n(-c2ccccc2)c1=O
→ -11%, 1%, /, -3%, -8%, /, -7%, -1%
> S=c1[nH]ccn1-c1c(Cl)cccc1Cl
→ i, -1%, /, 4%, ?, /, 9%, 2%
> Cc1c(C(=O)N2CCN(c3cccc(Cl)c3)CC2)cccc1[N+](=O)[O-]
→ -14%, 7%, -16%[46 µM], 0%, ?, -10%, 13%, -16%
> COc1ccc2cc(C(=O)N3CCCCCC3)sc(=O)c2c1OC
→ -8%, 3%, -1%, 3%, 8.9µM*, -8%, -1%, 2%
> Cn1cnc2c(NC3CCCC3)ncnc21
→ i, 7%&-2%, -8%, 3%&-1%, -5%&6%, 19%&13%, 10%&1%, -3%
> O=C(NC1(C(F)(F)F)C(=O)Nc2c1c(=O)[nH]c(=O)n2Cc1ccco1)C1CC1 (stereo not given)
→ i, 5%, -4%, -3%, 12%, -3%, 2%, -2%
> CC1Cc2nc(SCC(N)=O)n(Cc3ccccc3)c(=O)c2S1 (stereo not given)
→ ?, 9%, /, -4%, /, /, 4%, -2%
> Cn1c(SCc2ccc(C(=O)Nc3nccs3)cc2)nnc1-c1ccccc1
→ i, -3%, -19%, 5%, ?, -1%, 10%, -8%
> Cc1cccc(N2CCN(C(=O)CCN3C(=S)NC(C)(C)CC3C)CC2)c1C (stereo not given)
→ -7%, -6%, 23%[9.22 µM], -8%, ?, -44%[inhibitor], 2%, 3%
> Cn1c(-c2ccccc2[N+](=O)[O-])[n+](C)c2ccccc21
→ -1%, 12%, /, 0%, /, /, 5%, 0%
> CCN(CC)S(=O)(=O)c1ccc(NCc2ccccc2)nc1
→ -4%, -5%, ?, -7%, ?, 2%, 2%, ?
> Clc1ccccc1OCc1nc(-c2ccc(Br)o2)no1
→ -14%, 1%, 7%, -1%, ?, ?, -5%, 0%
> O=C1CCCN1CCCN=c1c([N+](=O)[O-])nn(-c2ccc(Cl)cc2)n1O
→ i, -1%, ?, 0%, 0%, 8%, 9%, ?
> COc1ccc(Br)cc1/C=N/NC(=O)C(c1ccncc1)N1CCOCC1 (stereo not given)
→ 2%, 4%, -11%, -1%, 9%, 8%, 11%, ?
> O=S1(=O)CCN(Cc2ccccc2C(F)(F)F)CC1
→ i, -5%, 2%[46 µM], -4%, 6%, -1%, 14%, -10%
> COc1ccc(O)c(/C=N/NC(=O)CSc2nnc(C)n2-c2ccccc2)c1
→ -3%, -9%, ?, -1%, 7%, -27%, 13%, 22µM*
> CC(=O)OCCn1c(Br)nc2c1c(=O)[nH]c(=O)n2C
→ -3%, 3%, 1%, 0%, -12%, 4%, 3%, 0%
> CCOC(=O)c1cnc(-n2nc(C)cc2C)nc1Nc1ccc(OC)cc1
→ -15%, -5%, -11%, -1%, -10%, 20%, 4%, 0%
> Cc1ccccc1-c1nc(CN(Cc2c(C)nn(C)c2C)C2CC2)c(C)o1
→ 0%, 1%, /, 0%, 2%, -63%[inhibitor], 10%, -4%
> CCCCc1n[nH]c(=S)n1Cc1ccccc1
→ i, 1%, -1%[46 µM], -6%, -6%, 6%, 3%, -8%

Looked up above.
`Cc1cccc(N2CCN(C(=O)CCN3C(=S)NC(C)(C)CC3C)CC2)c1C` (stereo not given) in RECQ1 inh is listed with -7%
`COc1ccc(O)c(/C=N/NC(=O)CSc2nnc(C)n2-c2ccccc2)c1` in RGS12 GoLoco inh is listed with 13%
`CCN(CC)S(=O)(=O)c1ccc(NCc2ccccc2)nc1` in RGS12 GoLoco inh is listed with 2%
`Clc1ccccc1OCc1nc(-c2ccc(Br)o2)no1` in TR SRC2 fluor cs is listed with -1%
`CCCCc1n[nH]c(=S)n1Cc1ccccc1` in TRb SRC2 PPI is listed with 1%
`COc1ccc(Br)cc1/C=N/NC(=O)C(c1ccncc1)N1CCOCC1` (stereo not given) in TRb SRC2 PPI is listed with 4%
